N370S GC – qHTS Assay for Inhibitors and Activators of N370S glucocerebrosidase as a Potential Chaperone Treatment of Gaucher Disease. Lysosomal acid glucosylceramidase (Homo sapiens), P04062. N370S GC spleen homogenate, 4MU-glucoside fluorescence. Potency, µM (titrated, usually from 59.4 µM), inactives show top-dose activity change, negative = inhibition, actives largely listed as inhibitors. hit rate 0.092% among 330,000;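 note: 0% = full enzyme activity and -100% = no enzyme basal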
FEN1 inh – qHTS Assay for the Inhibitors of Human Flap endonuclease 1 (FEN1). AID 588795, 2011. hit rate 0.35% among 390,000. P39748. Potency, µM (titrated, usually from 114 µM), inactives show top-dose activity change, negative = inhibition, most hits filed as inhibitors. Recombinant FEN1 flap cleavage, fluorescence, 15 min; note: nearly all actives have a fitted effect of over 65% in size
Target sequence (P39748 whole entry, looked up): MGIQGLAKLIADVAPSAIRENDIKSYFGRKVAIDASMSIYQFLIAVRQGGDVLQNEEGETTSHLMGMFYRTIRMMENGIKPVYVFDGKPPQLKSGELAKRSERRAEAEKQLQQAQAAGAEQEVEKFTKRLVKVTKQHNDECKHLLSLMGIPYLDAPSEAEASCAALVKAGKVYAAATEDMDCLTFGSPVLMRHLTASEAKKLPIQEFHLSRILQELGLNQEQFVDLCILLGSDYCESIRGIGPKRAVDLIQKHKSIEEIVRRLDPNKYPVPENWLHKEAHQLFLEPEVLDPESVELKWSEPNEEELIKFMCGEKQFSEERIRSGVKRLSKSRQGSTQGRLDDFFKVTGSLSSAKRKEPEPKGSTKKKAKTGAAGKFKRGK
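FEN1 at 10 nM preincubated with compounds 15 min at room temperature, then flap DNA substrate added at 50 nM final. Signal read at 0 and 15 min; concentration-response fitted with four-parameter Hill equation.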
GCN5L2 inh – qHTS Assay for Inhibitors of GCN5L2 | GCN5L2 HAT assay, ThioGlo1 CoA-SH fluorescence | Potency, µM (doses to about 58.9 µM), inactives show at the highest dose activity change, negative = inhibition, usual class: inhibitors | hit rate 0.21% among 390,000
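Compounds, pin-transferred from DMSO stocks, meet 20nM GCN5L2 for 15 min before the reaction begins with H3(1-25) peptide (75uM) and acetyl-CoA (70uM). Thiol-reactive ThioGlo1 reports CoA release over 20 min at room temperature.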
Starred values were filed as active, the others as inactive; ? = inconclusive; · = not tested or not shown; & = joins results of further samples; [ ] = dose if it differs, or a comment. Calls come from the whole dose curve; as a rule, active = well fitted curve in the direction sought with a large enough effect; inconclusive = small, poorly fitted or top-dose-only effect, or another doubt; inactive = no such curve, though single readings can be large; an effect the other way counts as inactive or inconclusive. Unless noted, % is set by controls: 0 for no effect and ±100 for the full control effect; potency is the fitted concentration of half-maximal effect. Only part of the results is shown; rates above refer to the full screens.

FEN1 inh,N370S GC,GCN5L2 inh,molecule
-3.9%,-5.3%,-13.8%,COc1cccc(Nc2nc(-c3sc(C)nc3C)cs2)c1
0.8%,-9.9%,-10.1%,CNS(=O)(=O)c1cc(S(=O)(=O)NC)c2cccc3c2c1NC3=O
9.0%,-6.8%,2.7%,CN(CC(=O)Nc1ccc(F)c(F)c1F)C(=O)C1CCC1
-4.4%,?,28.2µM*,COC(=O)c1c(NC(=O)COC(=O)c2ccc(Cl)cc2[N+](=O)[O-])sc2c1CCCCC2
-9.3%,-3.3%,-16.9%,CC(C)[C@H](NC(=O)c1ccco1)C(=O)OCc1cc(=O)n2c(n1)sc1ccccc12
-3.7%,-2.2%,1.5%,CCOC(=O)c1c(S(=O)(=O)Nc2ccc(C)c(F)c2)c(C)n(C)c1C
4.0%,·,-0.3%,COC(=O)c1c(NC(=O)COc2cc(C)c(Cl)c(C)c2)sc2c1CCCC2
-23.6%,-3.5%,-4.6%,COc1ccc(-c2nc3cc(C)ccn3c2NC(=O)c2c(F)cccc2Cl)cc1
-10.7%,0.7%,-2.0%,COc1ccc(C(=O)NCCC(=O)N2CCC3(CC2)NCCc2[nH]cnc23)cc1
-18.3%,1.2%,0.0%,Clc1ccc(-c2csc3ncnc(NCCN4CCOCC4)c23)cc1
-1.1%,·,-10.2%,COc1ccc(NC(=O)c2ccc3c(c2)sc2nc(-c4ccc(OC)cc4)cn23)cc1
-1.7%,·,-4.7%,CNC(=O)c1cccc(-n2c(C)nc3cccnc32)c1C
-7.7%,-6.3%,-7.9%,CC1CCCCN1C(=O)c1cc(-c2ccc3c(c2)OCO3)on1 (stereo not drawn)
-14.4%,-2.8%,-1.7%,O=C(c1ccc(NS(=O)(=O)c2ccc3c(c2)OCCO3)cc1)N1CCCCC1
-16.8%,-5.6%,-8.1%,COc1ccccc1NC(=O)c1cc2ccc(O)cc2o/c1=N\O
9.9%,-1.5%,-5.3%,Cc1cc(/C=N/NC(=O)c2cc3ccccc3o2)c(C)n1C
-2.6%,-4.3%,-1.0%,COC(=O)c1ccccc1Oc1nc(Cl)cc(OC)n1
-5.2%,·,6.9%,Cc1ccc(N(C)C(=O)c2noc3c2CCCCC3)cc1C
41.6%[activator],0.6%,1.9%,Cc1ccccc1S(=O)(=O)Cc1ccc(C(=O)NCCCOC(C)C)o1
·,-14.3%,-8.6%,CCCCC(C=O)NC(=O)C(CC(C)C)NC(=O)OCc1ccccc1 (stereo not drawn)
-4.3%,0.2%,0.5%,COc1ccc(-n2c(=S)[nH]c3cc(C(=O)NCCCN4CCOCC4)ccc3c2=O)cc1OC
11.5%,13.0%,-0.8%,C=CCN(CC=C)C(=O)Nc1cc(Cl)ccc1OC
8.6%,6.1%,-6.0%,CCO/C=C/C(O)(CNC(=O)c1ccc(C(C)(C)C)cc1)C(F)(F)F (stereo not drawn)
32.9%,-7.4%,-1.0%,O=C(NCCCCNC(=O)c1ccccc1Cl)c1ccccc1Cl
-8.9%,·,-5.4%,COc1ccc(C)cc1NC(=O)c1noc2c1CSc1ccccc1-2

Structural class, the compounds so far containing a furan ring, fused or not.
FEN1 inh,N370S GC,GCN5L2 inh,molecule
-9.3%,-3.3%,-16.9%,CC(C)[C@H](NC(=O)c1ccco1)C(=O)OCc1cc(=O)n2c(n1)sc1ccccc12
9.9%,-1.5%,-5.3%,Cc1cc(/C=N/NC(=O)c2cc3ccccc3o2)c(C)n1C
41.6%[activator],0.6%,1.9%,Cc1ccccc1S(=O)(=O)Cc1ccc(C(=O)NCCCOC(C)C)o1

More entries
FEN1 inh,N370S GC,GCN5L2 inh,molecule
-9.3%,·,-6.3%,CC(C)CCNc1ncnc2c1cnn2-c1cccc(Cl)c1
4.4%,1.4%,-3.8%,CN(CC(=O)Nc1cccc(F)c1)C(=O)CN1C(=O)C2CC=CCC2C1=O (stereo not drawn)
-7.5%,6.5%,-5.4%,Cc1cc(C)c(S(N)(=O)=O)c(C)c1N(C)S(=O)(=O)c1ccccc1
-9.7%,3.5%,-3.7%,Cc1c(CCO)c(=O)n(-c2ccccc2)n1S(=O)(=O)c1ccc(Cl)cc1
2.0%,21.3%,-15.2%,CC(=O)Nc1ccc2nc(SCC(=O)Nc3ccc(N4CCOCC4)c(Cl)c3)sc2c1
-4.9%,-2.3%,-5.6%,CC(C)(C)OC(=O)CNC(=O)c1nc[nH]c1C(=O)N1CCN(C(=O)OC(C)(C)C)CC1
·,-4.3%,4.1%,COc1cccc(C2C3=C(Nc4[nH]n(-c5ccccc5)c(=O)c42)c2ccccc2C3=O)c1 (stereo not drawn)
-7.7%,-11.0%,-1.5%,O=C(NC1CCCCC1)C(c1ccco1)N(Cc1cccnc1)C(=O)C1COc2ccccc2O1 (stereo not drawn)
17.7%,·,-3.2%,CCn1c(=O)c2sccc2n2c(CCC(=O)N3CCN(c4ccccc4OC)CC3)nnc12
-16.3%,-12.7%,?,O=C1C(Cc2ccccc2)Nc2ncnc(N3CCN(c4ccccc4)CC3)c2N1Cc1ccccc1 (stereo not drawn)
7.4%,-1.0%,-1.5%,Cc1cc(Cl)c2oc(C(=O)N3CCN(C4CCS(=O)(=O)C4)CC3)c(C)c2c1 (stereo not drawn)
-11.9%,10.4%,-6.9%,COc1cc2c(cc1NC(=O)COC(=O)Cn1cnc3ccccc31)oc1ccccc12
4.2%,-19.4%,2.1%,CCC(Sc1nc2ccccc2o1)C(=O)Nc1nnc(C)s1 (stereo not drawn)
13.1%,·,-8.4%,CCOc1cc(C2c3c(oc4ccc(F)cc4c3=O)C(=O)N2Cc2ccco2)ccc1O (stereo not drawn)
-5.8%,·,-4.8%,CCn1c(CC2C(=O)N(C)c3ccccc32)nc2ccccc2c1=O (stereo not drawn)
0.5%,12.1%,-5.3%,Cc1c(Cl)c(-c2n[nH]c(=S)n2CC(C)C)nn1C
·,-24.2%,-2.9%,Cc1ccc(C)c(N2CCN(CCCNC(=O)CCC(=O)N3CCOc4ccc(Cl)cc43)CC2)c1
2.9%,3.3%,-8.3%,COc1cccc(/C=N/n2c(-c3n[nH]c4c3CCC4)n[nH]c2=S)c1OC
3.9%,-12.1%,-5.8%,CC(=O)c1ccc(NC(=O)CN2C(=O)/C(=C/C(C)=C/c3ccccc3)SC2=S)cc1
-12.9%,·,-8.1%,CC(=O)N1CCc2cc(Br)cc(S(=O)(=O)CCC(=O)NCCc3ccc(Cl)cc3)c21
2.8%,4.4%,-1.3%,COC(=O)c1ccccc1NC(=O)C1CC(=O)N(C2CCCCC2)C1 (stereo not drawn)
-3.2%,1.9%,-1.3%,Cc1ccc(N2CC(C(=O)N3CCCCC3)CC2=O)cc1C (stereo not drawn)
-2.5%,7.5%,-29.3%,NC(N)=NS(=O)(=O)c1ccc(N/C=C\C(=O)c2ccncc2)cc1
37.5%,4.9%,4.0%,Cc1ccccc1C(=O)Nc1cccc(C#N)c1
7.9%,·,0.0%,COc1cccc(NC(=O)CN(C)C(=O)c2cc(C)oc2C)c1

Another view of some results above:
> CC(=O)Nc1ccc2nc(SCC(=O)Nc3ccc(N4CCOCC4)c(Cl)c3)sc2c1
  FEN1 inh = 2.0%; N370S GC = 21.3%; GCN5L2 inh = -15.2%

> CC(C)(C)OC(=O)CNC(=O)c1nc[nH]c1C(=O)N1CCN(C(=O)OC(C)(C)C)CC1
  FEN1 inh = -4.9%; N370S GC = -2.3%; GCN5L2 inh = -5.6%

(more compounds)
FEN1 inh,N370S GC,GCN5L2 inh,molecule
4.0%,11.5%,-4.5%,COC(CNC(=O)c1ccc2c(c1)ncn2-c1ccc(F)cc1F)OC
-4.5%,4.1%,-7.1%,COCCCNC(=O)c1sc2ncn(CC(=O)Nc3ccc(C)c(Cl)c3)c(=O)c2c1C
-19.8%,3.7%,-21.5%,CN(C)C1(CN=Cc2cc(Cl)cc([N+](=O)[O-])c2O)CCCCC1
-2.1%,·,?,COc1ccc(OCCn2nnc3sc4c(c3c2=O)CCCC4)cc1
-2.1%,-2.2%,-10.3%,CCCCn1c(N)c(N(CC(C)C)C(=O)c2ccc(S(=O)(=O)N3CCCCCC3)cc2)c(=O)[nH]c1=O
4.1%,-9.9%,0.3%,CCCCn1c(N)c(N(CC(C)C)C(=O)C2CCN(S(=O)(=O)c3ccc(C)cc3C)CC2)c(=O)[nH]c1=O
2.3%,-2.0%,-0.9%,COc1ccc(CCNC(=O)c2ccc(NC(=O)CC3SC(N4CCCC4)=NC3=O)cc2)cc1 (stereo not drawn)
-13.6%,14.2%,-3.4%,Cc1cc(NC(=O)CN2CC(C)OC(C)C2)n(-c2nc3ccccc3s2)n1 (stereo not drawn)
10.8%,3.2%,-0.3%,COc1ccc(S(=O)(=O)N2CCCC(C(=O)NCc3ccccc3)C2)cc1 (stereo not drawn)
-10.0%,2.4%,-2.5%,CC(C(=O)NCc1ccccc1Cl)N1C(=O)c2ccccc2C1=O (stereo not drawn)
-1.6%,-4.9%,17.6%,COc1cccc(-c2nc(Oc3cccc(C)c3C)c3ccccc3n2)c1O
?,4.5%,-2.5%,COc1ccc(-c2csc(Cc3nc(O)cs3)n2)cc1
7.5%,-7.3%,-4.8%,O=C(CNC(=O)c1ccco1)Nc1ccc(S(=O)(=O)N2CCCC2)cc1
-1.2%,-9.8%,-4.7%,CCOc1cccc2sc(N(CCN(CC)CC)C(=O)c3cccc(N4C(=O)CCC4=O)c3)nc12
6.7%,0.4%,-12.4%,O=c1cc(-c2ccccc2)nc(N2CCN(Cc3ccc4c(c3)OCO4)CC2)[nH]1
13.8%,8.1%,-6.0%,Cc1ccccc1NS(=O)(=O)c1ccc(OCC(=O)NCc2ccccn2)cc1
-1.1%,-17.7%,-1.9%,NC(=O)C1CCN(CC(=O)NC(=O)NC2CCCC2)CC1
3.2%,-1.0%,-0.1%,O=C(NCc1ccncc1)c1nc(-c2ccc(C(F)(F)F)cc2)no1
-5.4%&1.3%,-10.1%,-2.6%&0.2%,CCN(CC)CCCNC(=O)c1cn(CC)c2ccc(S(=O)(=O)N3CCc4ccccc4C3)cc2c1=O
5.3%,-0.6%,2.1%,CN(C)C(CNC(=O)CCc1nc2cc(Cl)ccc2n(Cc2ccccc2)c1=O)c1ccccc1 (stereo not drawn)
1.4%,-2.3%,-0.7%,CC(=O)Nc1ccc(Oc2cncc(Cl)c2)nc1
-2.6%,15.6%,2.1%,CCCc1nc2c(c(=O)c3ccccc3n2C)c(=O)n1-c1ccc(F)cc1
?,10.4%,-14.2%&4.8%,Nc1nc(SCc2ccc([N+](=O)[O-])cc2)c2ncn([C@@H]3O[C@H](CO)[C@@H](O)[C@H]3O)c2n1
-3.0%,-2.8%,-1.0%,Cc1ccccc1NC(=O)C1CCN(c2cnccn2)CC1
1.2%,9.3%,-0.9%,CSCCC(NC(=O)c1ccccc1Br)C(=O)Nc1ccc(C)cc1 (stereo not drawn)

Copied from the list.
Reading for CSCCC(NC(=O)c1ccccc1Br)C(=O)Nc1ccc(C)cc1 (stereo not drawn) under N370S GC: 9.3%
Reading for COC(CNC(=O)c1ccc2c(c1)ncn2-c1ccc(F)cc1F)OC under FEN1 inh: 4.0%

Carrying on:
FEN1 inh,N370S GC,GCN5L2 inh,molecule
-3.0%,1.9%,-5.9%,CCOC(=O)CSc1nc(=O)n2ccc(C)cc2n1
5.6%,·,-9.7%,Cc1ccc2c(c1)[C@H]1[C@H](CO2)[C@H](c2ccccc2)[C@]2(C)C(=O)Nc3ccc(Cl)cc3C(=O)N12
-4.5%,0.9%,-10.6%,C/C(=N\Nc1nc2ccccc2nc1C)c1ccccc1O
-6.2%,-13.8%,-20.0%,O=C(CN1C(=O)S/C(=C\c2ccccc2)C1=O)NCCCn1ccnc1
-13.6%,-8.1%,-13.5%,Cc1c(CCC(=O)O)c(=O)oc2cc(OCc3cccc(F)c3)ccc12
-2.4%,·,15.4%,COc1ccc(-n2ncc(C(=O)N3CCN(Cc4ccccc4)CC3)c2C2CCN(C(=O)OC(C)(C)C)CC2)cc1
0.2%,0.0%,·,C=CCC(NCc1ccccc1)c1ccco1 (stereo not drawn)
-7.3%,·,-12.4%,CCOC(=O)c1c(C)sc(-c2c(-c3ccc(OC)c(F)c3)[nH]c3[nH]c(=O)[nH]c(=O)c23)c1O
-14.1%,·,3.1%,Cc1ccc(NC(=O)/C(C#N)=C\c2ccc(-c3ccc(Cl)cc3)o2)c(C)c1

Exported as labelled records: entries from further up.
CC(C)(C)OC(=O)CNC(=O)c1nc[nH]c1C(=O)N1CCN(C(=O)OC(C)(C)C)CC1
  FEN1 inh: -4.9%
  N370S GC: -2.3%
  GCN5L2 inh: -5.6%
COc1cccc(C2C3=C(Nc4[nH]n(-c5ccccc5)c(=O)c42)c2ccccc2C3=O)c1 (stereo not drawn)
  FEN1 inh: ·
  N370S GC: -4.3%
  GCN5L2 inh: 4.1%
O=C(NC1CCCCC1)C(c1ccco1)N(Cc1cccnc1)C(=O)C1COc2ccccc2O1 (stereo not drawn)
  FEN1 inh: -7.7%
  N370S GC: -11.0%
  GCN5L2 inh: -1.5%
CCn1c(=O)c2sccc2n2c(CCC(=O)N3CCN(c4ccccc4OC)CC3)nnc12
  FEN1 inh: 17.7%
  N370S GC: ·
  GCN5L2 inh: -3.2%

Screening data deposited in PubChem BioAssay by National Center for Advancing Translational Sciences (NCATS).
